hIAP activ: increases human intestinal alkaline phosphatase activity | P09923 | purified human IAP, CDP-Star luminescence, 30 min; active compounds read high; 1 = vehicle-only enzyme, 0 = enzyme-free background | activation factor at 10 µM | actives 0.16% (n = 330,000) | AID 2524;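 active = activation factor of the enzyme at least 2-fold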; note: the source names both 10 and 20 µM as test concentration; values of inactives mirror those of a sister screen read the other way
hIAP block: blocks human intestinal alkaline phosphatase; P09923; purified IAP, CDP-Star luminescence, 30 min; inhibition, % at 10 µM; actives 0.12% (n = 330,000); AID 2544;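 active = inhibition reaching a set limit with compound at 10 µM in the primary screen, cut at about 35% in these data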;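 note: plate controls were DMSO wells with enzyme for no effect and no-enzyme buffer wells for full effect; values of inactives mirror those of a sister screen read the other way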
APOBEC3A inh: inhibitors of human APOBEC3A DNA deaminase | actives 0.41% (n = 330,000) | P31941 | recombinant A3A, FAM/TAMRA ssDNA deamination fluorescence | inhibition, % at 20 µM;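 active = at least 40% inhibition at 20 µM here, with at most 30% in a related deaminase screen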;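 note: plate controls were A3A with DMSO for no effect and wells lacking A3A enzyme for full effect; some results filed as inactive read as strong as hits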
Target sequence (P31941 whole entry, looked up): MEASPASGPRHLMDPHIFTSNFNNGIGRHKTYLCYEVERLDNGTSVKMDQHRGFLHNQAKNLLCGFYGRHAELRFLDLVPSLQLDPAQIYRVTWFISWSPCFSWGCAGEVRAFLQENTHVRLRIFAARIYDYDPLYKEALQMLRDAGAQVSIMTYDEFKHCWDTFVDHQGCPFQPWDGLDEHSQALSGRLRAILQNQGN
ATG4B inh: blocks human ATG4B protease cleavage of LC3 substrate. Q9Y4P1. ATG4B cleavage of LC3-PLA2, NBD-HPC fluorescence, 1 h. inhibition, % at 8.33 µM. actives 0.51% (n = 340,000); in the data active = inhibition above about 40%
Target sequence (Q9Y4P1 whole entry, looked up): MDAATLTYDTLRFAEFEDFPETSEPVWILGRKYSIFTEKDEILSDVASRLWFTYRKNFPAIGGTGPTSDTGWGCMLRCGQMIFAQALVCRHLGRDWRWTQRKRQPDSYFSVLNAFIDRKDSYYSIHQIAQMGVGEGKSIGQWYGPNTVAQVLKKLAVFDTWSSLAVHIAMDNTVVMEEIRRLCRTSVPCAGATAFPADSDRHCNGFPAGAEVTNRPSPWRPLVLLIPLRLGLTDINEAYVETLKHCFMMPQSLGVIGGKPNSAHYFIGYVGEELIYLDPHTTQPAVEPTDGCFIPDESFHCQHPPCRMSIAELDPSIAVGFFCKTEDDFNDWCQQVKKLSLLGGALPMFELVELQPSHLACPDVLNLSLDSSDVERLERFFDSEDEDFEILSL
beta cell repl: MIN6 beta-cell proliferation induction. actives 0.29% (n = 330,000). proliferation, % at 10 µM. MIN6 cells proliferation, ATPlite luminescence, 48 h; cells starved in 0.2% serum; 100% = growth in 10% serum;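 active = compounds whose signal lies at least 3.5 SD above the mean of all wells on their plate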;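 note: 0% = DMSO-treated cells in low-serum medium and 100% = 10% serum control; some compounds called inactive have numbers as strong as hits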
A3G deaminase: blocks human APOBEC3G single-stranded DNA deamination | recombinant A3G, ssDNA deamination FAM/TAMRA fluorescence | inhibition, % at 20 µM | actives 0.28% (n = 330,000) | AID 493012;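 active = inhibition of at least 40% at 20 µM, with no more than 30% in the related APOBEC3A deaminase screen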;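 note: plate controls were DMSO wells with A3G for no effect and wells lacking A3G enzyme for full effect; some compounds called inactive have numbers as strong as hits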
Target sequence (Q9HC16 whole entry, looked up): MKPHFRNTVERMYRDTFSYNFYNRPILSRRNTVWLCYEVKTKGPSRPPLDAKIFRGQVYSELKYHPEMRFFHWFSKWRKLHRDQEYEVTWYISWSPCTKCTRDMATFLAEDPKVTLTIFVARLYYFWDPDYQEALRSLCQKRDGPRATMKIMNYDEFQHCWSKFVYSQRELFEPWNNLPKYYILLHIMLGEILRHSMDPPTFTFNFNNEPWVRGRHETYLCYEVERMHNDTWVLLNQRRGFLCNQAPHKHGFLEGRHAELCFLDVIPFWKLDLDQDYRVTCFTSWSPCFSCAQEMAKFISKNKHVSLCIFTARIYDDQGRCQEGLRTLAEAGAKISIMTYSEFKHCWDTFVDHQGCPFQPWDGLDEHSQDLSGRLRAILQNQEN
MPTP block: inhibitors of mitochondrial permeability transition pore | actives 1.4% (n = 360,000) | isolated mouse mitochondria, Ca2+ swelling absorbance, 30 min | inhibition, % at 10 µM;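 active = inhibition of 50% or more, scaled per plate between neutral and stimulator controls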;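 note: 0% = DMSO wells given calcium and 100% = 1 mM EGTA wells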
mIAP activ: mouse IAP activation. muIAP, CDP-Star luminescence, 30 min; active compounds read high; 1 = vehicle-only enzyme signal, 0 = enzyme-free wells. activation factor at 10 µM. actives 0.24% (n = 330,000). AID 2805;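 active = activation factor of at least 2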; note: the source names both 10 and 20 µM as test concentration; values of inactives mirror those of a sister screen read the other way
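System: mouse IAP enzyme. Reagent: CDP-Star chemiluminescent phosphatase substrate. Benchmarks: DMSO wells, no-enzyme wells. Times: 30 min enzyme-substrate-compound incubation at room temperature. Detection: luminescence from enzymatic CDP-Star hydrolysis. Doses: test compounds delivered from DMSO solution.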
mIAP block: blocks mouse intestinal alkaline phosphatase. purified mouse IAP, CDP-Star luminescence, 30 min. inhibition, % at 10 µM. actives 0.2% (n = 330,000). AID 2806;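 active = inhibition of at least 40% at 10 µM in the primary screen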;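 note: plate controls were DMSO with enzyme for no effect and no enzyme wells for full effect; values of inactives mirror those of a sister screen read the other way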
* = called active by the depositor; . = not tested or not shown. Rows are unselected; about 3.3% have a hit in one of these screens.

SMILES	hIAP activ	hIAP block	APOBEC3A inh	ATG4B inh	beta cell repl	A3G deaminase	MPTP block	mIAP activ	mIAP block
N/C(=N\c1nc(CSc2nnnn2-c2ccccc2)cc(=O)[nH]1)Nc1ccccc1	1.6	-56	1	.	4	-9	.	1.1	-15
Cc1cc(C)c(S(=O)(=O)Nc2cccc(S(=O)(=O)NC3=NCCC3)c2)c(C)c1	1	-2	-2	-14	-3	-7	0.8	1	0
N#CCCN(C(=O)CCl)c1cccc(Cl)c1	1.1	-11	2	6	-7	-1	0.3	0.99	1
O=c1cc(C(F)(F)F)nc(-n2[nH]c3c(c2=O)CCCC3)[nH]1	1.1	-9	0	-7	-3	-1	-0.6	0.88	12
O=C(Nn1c(O)c(C=C2N=c3ccccc3=N2)sc1=S)c1ccccc1Cl	1.2	-19	0	-3	-4	-1	1.3	0.89	12
O=C(NCc1cccc(C(F)(F)F)c1)c1cc(Cl)ccc1Cl	1	-4	-4	1	-1	-7	12	1.1	-5
COc1ccc(N/C=C/C(=C(C#N)C#N)N(C)C)cc1	0.97	2	5	7	0	2	0.1	1	-3
Cc1ccc(N2CC(C(=O)N(C)CC(=O)Nc3ccc(Cl)c(C(F)(F)F)c3)CC2=O)cc1 (stereo not given)	0.93	7	1	-10	-5	-4	-0.4	0.98	2
COc1ccccc1OCCC(=O)OCC(=O)Nc1ccc(Br)cc1	0.87	13	-2	-10	0	1	-1.8	1	-1
O=C(NNC(=O)C1CC1)Nc1ccc(Cl)cc1	1.2	-18	-1	4	-1	-1	5.2	1	-5
Cc1cc(C(=O)COC(=O)c2cccnc2Cl)c(C)n1CC1CCCO1 (stereo not given)	1	-2	-4	-11	-6	-18	1.8	1	-4
Cc1cc(-c2nnc(CCC(=O)NCc3ccc(F)c(F)c3)o2)no1	1	-3	4	4	-3	0	-2.1	0.94	6
Cc1nn(C(C)(C)C)c(OC(=O)c2ccc3c(c2)OCO3)c1Sc1ccccc1	1.4	-42	-3	6	-5	-4	-0.7	0.92	8
CCCSc1nnc(CSc2nc3ccccc3s2)n1-c1ccccc1	0.89	11	4	28	-6	-3	35	1.1	-7
Cc1ccc(-c2nn(C)c(=O)c3ccccc23)cc1CN1CCOCC1	0.94	6	2	0	-1	-1	0.2	1.1	-6
CCOC(=O)Cn1cc(C(=O)c2ccco2)c2ccccc21	0.91	9	2	-11	-3	-3	0.2	1	-1
CN(C)c1ccc(N2C(=NC(=O)C3CCCO3)SC3CS(=O)(=O)CC32)cc1 (stereo not given)	0.94	6	-5	-2	-1	-5	-1.0	1	0
Cc1ccc2nc(NC(=O)CCNS(=O)(=O)c3cccs3)sc2c1	1.2	-19	-3	-16	-3	-3	6.3	0.8	20
O=C(Nc1nc2ccccc2[nH]1)c1ccc(OC(F)F)cc1	1.3	-33	-4	-6	0	-9	-1.8	0.87	13
CN1CCN(c2oc(-c3cccs3)nc2S(=O)(=O)c2ccccc2)CC1	1	-1	0	2	-2	-6	-4.3	1	-3
Cc1nn(C)cc1S(=O)(=O)N1CCN(c2cccc(Cl)c2)CC1	0.98	2	1	-9	1	-5	-0.1	0.95	5
CC(=O)Nc1ccc(C2=NN(C)C(=NCc3ccccc3)SC2)cc1	1	-2	6	-7	-4	4	0.9	0.9	10
O=C(CN1C(=O)S/C(=C/c2ccc(N3CCOCC3)cc2)C1=O)N1CCOCC1	0.97	3	3	4	-4	0	0.1	0.93	7
C/C(=N\N=c1/sc2ccccc2n1C)c1ccccn1	0.91	9	-2	-16	4	-7	0.5	0.88	12
CCOC(=O)C1CCN(CCC(=O)Nc2ccc(Br)cc2)CC1	0.9	10	-7	-3	-3	-5	0.3	1	-5
COc1ccc(C2/C=C\CN(Cc3ccncc3)CC(=O)N2Cc2ccc(F)cc2)cc1 (stereo not given)	1	-1	-4	-2	-2	-10	0.2	1	-2
CC1=CCC2C(=O)N(c3nc(C)cc(C)n3)C(=O)C2C1 (stereo not given)	0.99	1	3	-13	-3	0	-0.1	1	0
COc1ccc(-c2cccc(NC(=O)c3cccs3)c2)nn1	1.1	-5	-1	0	6	-8	-2.4	0.96	4
Cc1nn(-c2ccc(F)cc2)c(C)c1CN1CCN(Cc2ccccc2)C(CCO)C1 (stereo not given)	1	-4	2	-2	-2	-8	-0.6	0.99	1
CCOc1ccc(N2C(=O)c3cccnc3C2=O)cc1	0.97	3	4	-14	-2	-3	1.1	1	-2
O=C(N/N=C/c1cc([N+](=O)[O-])ccc1Cl)c1ccc2nc[nH]c2c1	1.3	-26	-4	-7	0	-7	-0.1	0.86	14
O=C(Cn1cc(S(=O)(=O)Cc2ccccc2F)c2ccccc21)N1CCOCC1	0.87	13	0	-2	1	1	0.1	1	-1
CCOC(=O)c1sc(NC(=O)CSc2ncn(-c3ccccc3)n2)nc1C	0.89	11	0	-10	0	-1	-0.2	1.1	-8
COc1cccc(CN(C)C(=O)c2cccc(S(=O)(=O)NCc3ccccc3)c2)c1OC	1.2	-15	-7	1	4	-11	4.2	1	-2
CSc1ccccc1NC(=O)c1ccc([N+](=O)[O-])cc1	0.86	14	3	11	-2	-2	-0.3	0.96	4
CC(C)CCN1C(Nc2ccccc2)=NC[C@@H]1C	0.86	14	2	-5	-6	-1	-0.9	1.1	-6
CCCNCc1cc(OC)c(OCC(=O)Nc2ccccc2)cc1Br	1.1	-11	0	-3	-1	0	0.6	0.88	12
COc1ccc(NC(=O)c2cn(-c3ccccc3)nc2-c2ccncc2)cc1	0.94	6	1	-17	-1	-2	0.2	1.2	-22
O=C(c1ccc(NS(=O)(=O)c2ccccc2)cc1)N1CCN(Cc2ccc3c(c2)OCO3)CC1	1.4	-38	-1	8	0	-2	-0.5	1	-4
CC(=O)Nc1ccc(NC(=O)CSc2n[nH]c(-c3cccs3)n2)cc1	0.92	8	-2	-16	-4	-5	-1.5	0.99	1
CC1(C)CC(=O)C2=C(C1)N(N1CCOCC1)C(N)=C(C#N)C2c1cccs1 (stereo not given)	1.1	-12	-2	10	2	0	-0.1	0.97	3
O=C(N=C1SC2CS(=O)(=O)CC2N1c1ccccc1)C1CCCCC1 (stereo not given)	1	-2	-5	-1	1	-5	-1.3	0.98	2
Cc1ccc(C(CNS(=O)(=O)c2ccc(Br)cc2)N2CCN(C)CC2)cc1 (stereo not given)	0.98	2	-3	-11	-5	-8	78*	0.93	7
N#Cc1ccc(NC(=O)CN2C(=O)NC(Cc3ccccc3)C2=O)cc1 (stereo not given)	1.1	-9	1	-8	0	1	0.6	0.94	6
CCCn1c(SCC(=O)Nc2ccc(NC(C)=O)cc2)nc2c1c(=O)n(C)c(=O)n2C	1.1	-7	-5	-4	0	3	1.0	1	-1
Cc1oc2ccc(OCc3ccc(Br)cc3)cc2c1C(=O)O	1	-2	-3	9	-5	0	0.1	0.96	4
CCN(CC)S(=O)(=O)c1cccc(C(=O)NC(C(=O)NCCc2ccccn2)C(C)C)c1 (stereo not given)	0.98	2	-1	5	-4	-3	1.9	1.1	-7
Cn1c(N)c(C(=O)COC(=O)c2ccc3ccccc3c2)c(=O)n(C)c1=O	1.2	-15	-3	-4	-3	-5	-1.9	1	-1
CON=C1CCN(c2ncc(C(F)(F)F)cc2Cl)CC1	1.2	-16	-1	2	0	-4	2.1	1.1	-8
c1ccc2c(CN3CCOCC3)csc2c1	0.96	4	-5	-3	0	-4	0.7	1	-1
CSc1ccccc1NC(=O)COC(=O)c1cnc(C)cn1	0.95	5	-1	-4	5	-2	-0.3	1.1	-6
COC(=O)C/C=N/N=C1/NC(=O)/C(=C/C(=O)O)S1	0.82	18	35	6	-1	1	0.3	0.47	54*
O=C(CCC(=O)N1CCN(C2CCCCC2)CC1)Nc1nnc(C(F)(F)F)s1	1.1	-6	-5	-18	3	-2	0.3	0.97	2
CCN(CC(=O)NC(C)C)C(=O)[C@H](C)NC(=O)c1ccc(Br)cc1	1	-4	6	-3	-4	-8	0.8	0.93	7
CCCCNC(=O)COC(=O)c1cc(F)c(F)cc1Cl	1.1	-11	0	-7	-4	-3	-2.5	1	-3
COc1ccc(C2=NOC3(CC(=O)N(c4ccc5ccccc5c4)C3=O)C2)c(OC)c1 (stereo not given)	1.1	-14	15	-9	-3	2	-1.2	1	0
Cc1ccc(Oc2nc3ccccn3c(=O)c2/C=C(\C#N)C(=O)Nc2c(C)n(C)n(-c3ccccc3)c2=O)cc1	0.95	4	2	-6	0	-1	-0.1	1	-2
O=C(Nc1ccccc1)Nc1cc([N+](=O)[O-])ccc1F	0.96	4	0	-14	-4	1	63*	0.99	1
O=C(Cc1cccs1)Nc1cc(SCCO)cc([N+](=O)[O-])c1	1.2	-18	-1	-11	2	-1	14	0.86	14
CCCOc1ccc(NC(=O)CC2C(=O)N(CC)C(=S)N2CCCN2CCN(Cc3ccccc3)CC2)cc1 (stereo not given)	0.94	6	-1	-10	-6	-16	8.0	0.93	7

4 of these compounds in a different format.
Structure,hIAP activ,hIAP block,APOBEC3A inh,ATG4B inh,beta cell repl,A3G deaminase,MPTP block,mIAP activ,mIAP block
CCN(CC(=O)NC(C)C)C(=O)[C@H](C)NC(=O)c1ccc(Br)cc1,1,-4,6,-3,-4,-8,0.8,0.93,7
CCCCNC(=O)COC(=O)c1cc(F)c(F)cc1Cl,1.1,-11,0,-7,-4,-3,-2.5,1,-3
COc1ccc(C2=NOC3(CC(=O)N(c4ccc5ccccc5c4)C3=O)C2)c(OC)c1 (stereo not given),1.1,-14,15,-9,-3,2,-1.2,1,0
Cc1ccc(Oc2nc3ccccn3c(=O)c2/C=C(\C#N)C(=O)Nc2c(C)n(C)n(-c3ccccc3)c2=O)cc1,0.95,4,2,-6,0,-1,-0.1,1,-2

(listing goes on)
SMILES	hIAP activ	hIAP block	APOBEC3A inh	ATG4B inh	beta cell repl	A3G deaminase	MPTP block	mIAP activ	mIAP block
Cn1c(=O)oc2ccc(C(=O)CSc3nnnn3-c3ccccc3)cc21	1	0	2	-3	0	2	0.3	1.1	-9
Cc1noc(NC(=O)c2ccccc2)c1C#N	0.95	5	-5	-1	-1	-8	0.3	0.99	1
c1ccc(CCC2CCCCN2Cc2nc(-c3ccc4c(c3)OCO4)no2)nc1 (stereo not given)	1.2	-18	5	2	2	-7	0.0	1	-4
CCOC(=O)C(NC(=O)c1ccccc1)(N1CCCC1=O)C(F)(F)F (stereo not given)	0.88	12	-2	-7	-2	-3	0.9	0.98	2
O=C1c2ccccc2NC(c2ccccc2)N1NS(=O)(=O)c1ccccc1 (stereo not given)	1.1	-7	-2	-1	-2	-3	-0.2	0.96	4
O=C(NCc1ccccc1)c1onc(CSc2ccc(F)cc2)c1C(=O)NCCCN1CCOCC1	0.92	8	-1	-6	-5	-11	-1.3	1.1	-6
O=C(Nc1ccc([N+](=O)[O-])cc1)c1ccc(S(=O)(=O)N2CCCC2)cc1	0.88	12	-4	-2	-4	-6	0.8	0.89	11
Cc1cccc(C)c1NC(=O)Cn1nnc(-c2ccc(N3CCOCC3)cc2)n1	1	0	1	0	-2	1	1.3	1.1	-6
CC(C)(C)NC(=O)c1ccccc1NC(=O)C1CC(=O)N(C2CCCCC2)C1 (stereo not given)	1	0	-2	-8	0	-7	-0.7	1	-3
O=c1[nH]c(-c2ccccc2F)nc2c1sc(=S)n2Cc1ccccc1	1	-2	2	34	-6	0	66*	0.89	11
CCn1ccnc1CN1CCN(CCC(C)C)C(CCO)C1 (stereo not given)	1.1	-5	1	2	-5	-5	-3.0	1	-2
CCOc1ccc(OCC)c(NC(=O)CN(c2ccc(C)cc2)S(=O)(=O)c2c(C)noc2C)c1	0.96	4	-2	17	0	-2	5.2	1	-2

Screening data as filed in PubChem BioAssay.
